# Assay outcomes: PubChem, several laboratories
# HTR2A ag – mouse HTR2A agonism via beta-arrestin recruitment. P35363. CHO-K1 mHTR2A beta-arrestin complementation, luminescence; percent of 30 µM serotonin response. activation, % at 7.6 µM. actives 0.66% (n = 360,000). AID 624169;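 active means activation above a run cutoff, the mean activation of all tested compounds plus 3 SD, cut at about 14% in these data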;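 further: 0% = plate median of compound wells and 100% = 30 µM serotonin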
# Target sequence (P35363 whole entry, looked up): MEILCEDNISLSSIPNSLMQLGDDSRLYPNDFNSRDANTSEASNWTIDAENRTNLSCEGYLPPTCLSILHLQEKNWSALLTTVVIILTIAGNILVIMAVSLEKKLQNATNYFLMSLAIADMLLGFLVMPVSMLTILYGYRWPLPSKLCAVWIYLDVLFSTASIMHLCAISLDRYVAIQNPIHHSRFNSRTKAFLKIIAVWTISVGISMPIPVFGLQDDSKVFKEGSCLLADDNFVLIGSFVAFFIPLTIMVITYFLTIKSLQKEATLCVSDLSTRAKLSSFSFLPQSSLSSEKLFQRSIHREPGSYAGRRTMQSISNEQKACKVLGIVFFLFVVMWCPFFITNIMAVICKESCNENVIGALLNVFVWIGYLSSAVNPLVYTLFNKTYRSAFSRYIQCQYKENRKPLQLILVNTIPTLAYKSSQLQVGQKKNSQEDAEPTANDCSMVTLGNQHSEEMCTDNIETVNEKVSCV
# aDG glyco up – increases alpha dystroglycan glycosylation; Pro5-aDG cells, alpha-DG glycosylation AlphaScreen (IIH6); 0% Pro5, 100% B10-LARGE cell signal; activation, % at 10 µM; actives 0.22% (n = 360,000);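 active means activation of at least 8% versus controls, or a plate z-score of at least 8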;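 further: Pro5 are CHO cells carrying HIG-tagged alpha-DG that lacks glycosylation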
# MC4R antag cAMP – antagonists of human melanocortin 4 receptor (MC4R); P32245; MC4R-expressing cells, MTII-stimulated cAMP, LANCE TR-FRET; inhibition, % at 6.5 µM; actives 0.48% (n = 360,000);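 active means inhibition above its plate's cutoff, the mean of tested wells on that plate plus 3 SD, cut at about 29% in these data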;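 further: 0% = Melanotan II alone and 100% = Melanotan II plus saturating MCL0020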
# Target sequence (P32245 whole entry, looked up): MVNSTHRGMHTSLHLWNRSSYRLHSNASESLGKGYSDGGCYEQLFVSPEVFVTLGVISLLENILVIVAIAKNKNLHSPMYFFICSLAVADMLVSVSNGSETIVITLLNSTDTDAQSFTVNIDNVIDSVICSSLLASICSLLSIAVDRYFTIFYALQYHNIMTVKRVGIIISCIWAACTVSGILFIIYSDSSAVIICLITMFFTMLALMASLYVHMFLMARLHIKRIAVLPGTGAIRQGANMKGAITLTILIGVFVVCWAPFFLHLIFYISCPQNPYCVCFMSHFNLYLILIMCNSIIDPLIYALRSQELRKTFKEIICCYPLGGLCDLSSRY
#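 system = U2OS cells with stable human MC4R expression | also added = Melanotan II challenge after compound preincubation | dosing = one concentration, 6.5 µM nominal | incubation = compound 30 min, challenge 1 h, detection 1 h | measured by = TR-FRET with Eu-cAMP and labeled anti-cAMP, 671 nm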
# H9c2 protect – modulators protecting cardiomyocytes from myocardial damage | actives 0.63% (n = 360,000) | H9c2 cardiomyocytes, H2O2 injury protection, ATPLite, 2 h | protection from H2O2 cell death, % at 20 µM;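 active means compounds giving at least 50% protection of heart cells from peroxide-induced death in the single-dose screen, raw or plate-pattern-corrected value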;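 further: 0% = DMSO wells with peroxide and 100% = DMSO wells without peroxide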
# MC4R ag barr – activates human MC4R beta-arrestin recruitment. P32245. U2OS MC4R beta-arrestin complementation, luminescence; percent of melanotan II response, DMSO zero. activation, % at 8.9 µM. actives 0.98% (n = 360,000);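 active means activation above a per-plate cutoff, the mean activation of sample wells on that plate plus 3 SD, cut at about 8% in these data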
# ABCB6 inh MLPCN – inhibitors of human ABC transporter ABCB6; K562-ABCB6 porphyrin accumulation, flow cytometry, 1 h; active compounds read low; fluorescence ratio to DMSO, % at 10 µM; actives 0.19% (n = 360,000); AID 602162;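 active means fluorescence ratio to DMSO below 75%, the collection mean minus 3 SD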;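 further: signal is porphyrin accumulated inside mitochondria; 100% equals median channel fluorescence of DMSO control wells; lower ratio means ABCB6 inhibition with less porphyrin fluorescence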
# N-glyco inh – N-linked glycosylation inhibition; D54 ERlucT glycosylation luciferase reporter, 24 h; percent of 100 nM tunicamycin response; reporter increase, % at 12.5 µM; actives 0.23% (n = 360,000); AID 588692;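 active means mean luciferase reporter signal, scaled so untreated is 0 and the glycosylation-blocking control 100, at or above a set limit in every replicate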;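 further: luciferase carries N-glycosylation sites so blocking glycosylation raises the light; 0% = median of neutral control wells and 100% = median of 100 nM tunicamycin wells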
# Granule exo inh – lytic granule exocytosis inhibition; inhibition, % at 10 µM; AID 651702; actives 0.66% (n = 360,000); TALL-104 LAMP-1 surface exposure, flow cytometry; cells stimulated with thapsigargin and PMA;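 active means inhibition above about 55%, limit read from the data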
# ABHD5 PLIN5 PPI – ABHD5-PLIN5 protein interaction inhibition; Split G. princeps luciferase complementation, luminescence, 4 h; inhibition, % at 4 µM; actives 0.78% (n = 360,000); AID 602281;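 active means inhibition above the mean inhibition across every tested compound plus 3 SD, cut at about 22% in these data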;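 further: 0% = DMSO only wells and the 100% control is not disclosed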
# hiPSC survival – enhancers of human iPSC single-cell survival; hiPSC single-cell survival, ATPlite luminescence; 100% = ROCK inhibitor wells, 0% = DMSO; survival enhancement, % at 20 µM; actives 0.044% (n = 360,000); AID 602274; in the data active means survival enhancement above about 18%;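 further: cells exposed to compounds for 16 hours before the ATP read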
# The depositor's hits bear a star; . = not tested or not shown; & = joins results of further samples; ! = a repeat was not active.
# Values run as follows: Granule exo inh, H9c2 protect, MC4R ag barr, HTR2A ag, hiPSC survival, aDG glyco up, ABCB6 inh MLPCN, MC4R antag cAMP, N-glyco inh, ABHD5 PLIN5 PPI
Cc1nn(CC(=O)NC2(C#N)CCCCC2)c(C)c1[N+](=O)[O-]
    4.6, 0.7, -1.1, 12.5, -3.1, -0.1, 98.0, 0.4, -0.5, 4.3
COc1ccccc1CNC(=O)CC12CC3CC(CC(Br)(C3)C1)C2
    10.4, 0.3, 1.0, 0.0, 0.6, 0.0, 92.0, -2.0, 1.0, -3.5
CCCSc1nnc(NC(=O)CSc2nc3[nH]c(=O)cc(O)c3s2)s1
    4.1, 5.1, 0.8, -1.5, -0.6, 0.0, 100.0, 8.6, -0.3, -11.5
CCOc1ccc(N2C(=O)Nc3ccc(Br)cc3C2(O)C(=O)NCCCN(C)C)cc1 (stereo not drawn)
    0.6, 9.3, -1.6, -5.2, -0.6, 0.0, 97.0, 3.5, -0.6, -3.9
COc1ccc(C2=NS(=O)(=O)N(C)C(C(=O)N3CCCCC3)=C2)cc1
    -5.7, 2.9, -1.4, 1.4, -0.1, 0.1, 96.0, -7.3, -1.6, -4.5
O=C(c1ccccc1)N1CCCCC(S(=O)(=O)c2ccccc2)C1=O (stereo not drawn)
    -7.3, 2.1, 0.9, 5.0, 2.9, -0.2, 104.0, 19.7, 1.5, -7.7
COc1ccc(Br)cc1CN1CCC(N2CCCC2)CC1
    38.0, 8.6, 1.0, -0.6, 0.0, 0.1, 100.0, 2.5, -1.3, 2.9
O=C(COc1ccccc1)Nc1ccc(N2CCN(C(=O)c3ccco3)CC2)cc1
    -0.7, 3.6, -0.8, -2.0, -0.2, 0.1, 97.0, 5.2, 2.1, -2.3
CCCCCC(=O)N/N=C/c1ccc(N(C)C)cc1
    -1.3, -0.8, -1.3, -8.0, -0.9, 0.1, 94.0, -7.2, 2.3, -3.0
Nc1cc(C(=O)OCC(=O)c2ccc(CC(=O)N3CCOCC3)s2)ccc1Cl
    -0.1, -4.8, -2.8, 3.0, 0.0, 0.1, 103.0, 6.8, 1.3, -5.5
COCCN1C(=O)c2ccc(C(=O)O)cc2C1=O
    2.1, 0.4, -2.6, -3.1, 0.0, 0.0, 100.0, 5.2, 0.3, 3.5
CC(=O)N1CSCC1C(=O)N1CCN(c2ccc(N3CCOCC3)nn2)CC1 (stereo not drawn)
    0.5, 11.9, 0.4, -2.6, -0.6, -0.1, 101.0, 3.0, 3.4, -2.0
CC1(C)CC(=O)C2=C(C1)NC1=C(C(=O)c3ccccc31)C2c1ccc(O)cc1 (stereo not drawn)
    -2.9, 0.4, -1.8, -6.3, 1.4, -0.1, 100.0, -3.8, 4.4, 10.1
COc1ccc(S(=O)(=O)N(C)C[C@H]2Oc3c(NC(=O)NC(C)C)cccc3C(=O)N([C@H](C)CO)C[C@@H]2C)cc1
    -3.0, 1.2, 1.4, -2.4, -1.9, -0.1, 103.0, -4.2, 0.3, -4.1
Cc1c(C(=O)NCc2ccc(F)cc2)oc2ccc(S(=O)(=O)N3CCOCC3)cc12
    -9.3, 13.2, 1.8, 3.8, -0.3, -0.1, 97.0, 32.0*, -1.3, 5.7
Cc1cccc(NS(=O)(=O)c2ccc3c(c2)CCC(=O)N3)c1
    -1.4&1.1, -8.3&7.0, -0.6&-0.8, 16.0*!, 2.0&3.6, 0.1&0.0, 98.0&86.0, 0.7&-3.1, 4.4&-0.5, -2.5&-4.5
Cc1ccc(C(=O)NCCCNC(=O)c2ccco2)cc1C
    0.5, 6.2, 1.1, -1.8, -0.7, 0.0, 101.0, 22.8, 0.7, 1.4
C/C=C\C=C\C(=O)N1CC2(CC(c3cccc(NC(=O)CC)c3)=NO2)C[C@H]1C(N)=O (stereo partly drawn)
    -2.7, -1.8, 2.0, 7.0, 0.9, -0.1, 97.0, -0.4, 1.2, 10.8
COc1ccc(S(=O)(=O)NCCOc2ccccc2)cc1OC
    -3.5, -3.9, 0.8, -5.0, 2.4, -0.2, 101.0, 10.9, -0.4, -2.8
COc1ccc(CNC(=S)Nc2ccc(F)c(Cl)c2)cc1
    -0.5, -18.0, 0.2, -4.3, 0.6, 0.0, 101.0, 16.8, 1.8, -5.2
CC1(C)CC(=O)C=C(NNC(=O)c2ccccc2O)C1
    1.2, -23.3, -0.8, 3.7, -4.2, 0.0, 96.0, 7.1, -5.3, 3.6
CCCc1cc(=O)oc2cc(OCC(=O)Nc3cc(C)on3)ccc12
    0.1, -5.8, -1.5, 8.8, -1.7, 0.0, 91.0, 4.0, 1.7, 3.2
N#Cc1ccc(C(=O)Nc2cccc(NC(=O)c3ccco3)c2)c(F)c1
    6.5, 16.3, -3.2, -4.1, -0.1, 0.2, 99.0, 1.9, -3.2, -0.2
Cc1ccc(/C=C/C(=O)N2CCN(S(=O)(=O)/C=C/c3ccccc3)CC2)o1
    3.8, -0.7, 0.2, -3.2, -0.4, -0.1, 94.0, 4.8, 0.8, -2.1
O=c1c(-c2cccnc2)nc2ccccc2n1C(CCc1ccccc1)c1nc2ccccc2[nH]1 (stereo not drawn)
    -3.4, ., ., 3.8, ., -0.3, ., ., ., -1.7
CC(Oc1ccccc1)C(=O)N=C1SC2CS(=O)(=O)CC2N1Cc1ccccc1 (stereo not drawn)
    -1.1, 0.6, -1.8, -1.2, -0.6, -0.1, 100.0, 6.2, -0.6, -0.6
CCCCn1c(=S)[nH]c2ccccc2c1=O
    9.2, 5.5, -1.5, -3.1, -0.2, -0.1, 95.0, 1.1, 0.1, -4.7
CCN(c1ccccc1)S(=O)(=O)c1ccc(Cl)c(NC(=O)COC(=O)c2ccc[nH]c2=O)c1
    -0.1, 2.4, 2.7, 5.6, 0.3, 0.2, 100.0, 0.6, -1.6, 10.4
CCCCCC(=O)Nc1cccc(C2=NOC3(C2)C[C@@H](C(N)=O)N(C(=O)c2cc([N+](=O)[O-])cc([N+](=O)[O-])c2)C3)c1 (stereo partly drawn)
    -5.9, -3.0, -0.3, 0.8, -3.2, 0.1, 98.0, 5.2, -1.1, 12.2
C=CCN1[C@@H](Cc2ccccc2)COc2cc(N3CCSCC3)ccc2S1(=O)=O
    18.3, ., ., -4.7, 0.0, -0.4, 97.0, ., ., 1.6
CC(=O)Nc1cc(-c2ccccc2N(C)C)cn2c(-c3ccc(F)c(Cl)c3)cnc12
    31.5, 4.4, 25.4*, -1.7, -0.2, 0.2, 99.0, 10.7, -2.2, 10.0
COc1cccc(/C=N/Nc2ccc(Cl)nn2)c1
    -8.7, 4.5, 1.3, 10.3, 0.4, -0.1, 100.0, 0.2, 0.2, 0.4
CC(C)(C)c1cc2cccnc2n1Cc1cccc(F)c1
    2.2, -6.5, -0.3, 0.3, 0.0, 2.3, 103.0, -8.2, -3.3, -0.2
C=CCNC(=S)NNC(=O)CSc1nc2ccccc2s1
    -2.7, -4.6, -2.0, -0.5, -0.4, -0.1, 89.0, 11.0, 0.1, -6.4
O=C(COc1ccc(S(=O)(=O)N2CCCC2)cc1Cl)NCc1ccc2c(c1)OCO2
    -2.8, 1.9, -0.7, -3.4, -1.2, -0.2, 95.0, 2.0, -1.1, 2.6
CCCn1c(SCC(=O)Nc2ccc3c(c2)OCO3)nc2c1c(=O)n(C)c(=O)n2C
    4.7, 10.4, -0.4, -2.4, 0.6, 0.6, 102.0, -10.7, 0.6, -2.4
O=C(COC(=O)CCC(=O)c1ccc(F)cc1)Nc1cccc(S(=O)(=O)N2CCCC2)c1
    2.9, -4.4, -1.9, -1.2, 0.5, 0.1, 92.0, 3.2, -1.1, -1.6
S=c1[nH]nc(-c2ccc(Cl)cc2)n1-c1cccnc1
    -1.9, 1.6, -1.9, 4.9, -0.4, -0.1, 96.0, -2.0, 0.8, -7.1
COc1ccc2c(COC(=O)CCS(=O)(=O)c3ccc(C)cc3)cc(=O)oc2c1
    -4.3, -3.1, -2.0, -0.2, -0.6, -0.6, 98.0, 8.3, 1.8, -2.0
Clc1ccc2nc(-c3ccccc3)c(Cc3ccccc3)n2c1
    0.9, -3.7, 1.1, -0.2, 0.3, 0.1, 94.0, -2.7, -0.6, -3.2
O=C(Nc1ccccc1)N(O)c1ccc(Cl)cc1
    -5.6, -36.7, -1.5, 0.9, -3.3, -0.2, 112.0, 12.4, 1.5, -10.0
CS(=O)(=O)Nc1ccc(C(=O)Nc2ccccc2C(=O)N2CCCC2)cc1
    -0.7, 5.5, -2.0, 1.7, 2.9, -0.5, 97.0, -1.1, 0.2, 3.1
Cn1c(/C=N/n2cnnc2)nc2ccccc21
    2.2, 4.5, -0.3, 3.2, -0.1, -0.1, 96.0, 0.5, 0.4, 7.0
COc1ccccc1N(CC(=O)NCCN1CCOCC1)S(=O)(=O)c1ccc(C)cc1
    -0.5, -2.4, -1.9, 0.8, -0.1, -0.3, 95.0, 2.8, 0.1, 3.9
CC(C)(C)c1cc(-c2ccco2)c(C#N)c(SCC#N)n1
    -2.0, -2.5, 19.4*, 3.5, 6.7, 0.1, 106.0, 13.5, -0.8, -4.4
CC(OC(=O)CNS(=O)(=O)c1ccc2ccccc2c1)C(=O)N(C)c1ccccc1 (stereo not drawn)
    -7.7, 3.2, -4.4, 6.9, -0.3, 0.1, 88.0, 8.4, 4.0, 2.0
Cc1cccc(NC(=O)c2nc[nH]c2C(=O)N2CCc3ccccc3C2)c1
    29.0, 4.7, -1.2, -1.5, 0.6, 0.0, 96.0, 1.2, 4.1, -0.5
CC(/C=C/c1ccccc1)=N\Nc1ccccc1[N+](=O)[O-]
    -7.5, -0.3, -0.1, -0.5, -0.9, -0.8, 96.0, 11.0, 3.1, -2.9
CCCn1c(N)c(N(CCOC)C(=O)c2ccc(-c3ccc(Cl)cc3)o2)c(=O)[nH]c1=O
    0.2, 12.8, -2.0, -2.6, -0.1, -0.1, 99.0, 10.2, 0.0, 5.8
CC(=O)N1CCc2cc(S(=O)(=O)CCC(=O)N(C)c3cc(C)ccc3C)ccc21
    -0.3, 1.1, -1.9, -1.9, -0.4, -0.1, 96.0, 4.8, 1.4, -4.6
COc1cc(C(=O)OCC(=O)N(C)C)cc(NC(=O)c2ccco2)c1OC
    0.4, 6.7, -0.5, 1.7, 0.4, 0.0, 99.0, 5.3, 1.9, -3.7
c1ccc(C[C@H]2CNCCN2CCCCC2CCCCC2)cc1
    -5.2, -8.9, 4.5, -1.6, -3.4, 0.8, 96.0, -1.7, -6.5, 0.5
CN(Cc1ccc(Cl)c(Cl)c1)C(=O)C1CC(=O)N(c2ccc3c(c2)OCCO3)C1 (stereo not drawn)
    -19.6, 3.9, 0.4, -4.1, 0.5, -0.1, 96.0, -0.8, 1.9, 0.1
COc1ccc(N2C(=O)c3ccccc3NC(=O)C2C(=O)NCC(C)C)cc1 (stereo not drawn)
    -0.9, ., ., 4.5, ., -0.2, ., ., ., 5.6
O=C(OCC(=O)N1CCCCCC1)c1ccccc1Br
    3.3, -4.1, -0.1, 0.9, 3.3, 0.0, 94.0, 3.6, -5.2, -0.3
COC(=O)c1ccc(Cn2nc(-c3cc(C)ccc3C)ccc2=O)cc1
    -6.3, 2.6, 1.2, 4.2, 1.9, -0.1, 100.0, 1.7, -0.8, 10.2
